Compound activity (PubChem)
Sm TGR block – blocks Schistosoma mansoni thioredoxin glutathione reductase. Q962Y6. purified TGR, DTNB reduction, TNB absorbance 405 nm. Potency, µM (top dose mostly 114 µM), without a hit: at the highest dose activity change, negative = inhibition, most hits filed as inhibitors. 360,000 compounds, 3% hits; further: potency means the concentration at half of the fitted maximal effect; nearly all actives have a fitted effect of over 60% in size
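TGR 20 nM + NADPH 100 uM (dispensed conc.), cpd preinc 15 min RT; start with NADPH (500 uM addition) then DTNB (15 mM addition). Kinetic TNB absorbance, 405 nm filter. Four-parameter Hill fit across titration.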
AmpC no deterg – blocks E. coli AmpC beta-lactamase in detergent-free assay. P00811. AmpC nitrocefin hydrolysis, absorbance 480 nm, 0.0001% Triton. Potency, µM (titrated, usually from 57.1 µM), without a hit: top-dose activity change, negative = inhibition, most hits filed as inhibitors. 330,000 compounds, 0.52% hits;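 further: potency means the concentration at half of the fitted maximal effect; plate controls were no compound for no effect and no enzyme for full effect; nearly all actives have a fitted effect of over 20% in size; some results filed as inactive show a strong effect at the top dose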
Target sequence (P00811 whole entry, looked up): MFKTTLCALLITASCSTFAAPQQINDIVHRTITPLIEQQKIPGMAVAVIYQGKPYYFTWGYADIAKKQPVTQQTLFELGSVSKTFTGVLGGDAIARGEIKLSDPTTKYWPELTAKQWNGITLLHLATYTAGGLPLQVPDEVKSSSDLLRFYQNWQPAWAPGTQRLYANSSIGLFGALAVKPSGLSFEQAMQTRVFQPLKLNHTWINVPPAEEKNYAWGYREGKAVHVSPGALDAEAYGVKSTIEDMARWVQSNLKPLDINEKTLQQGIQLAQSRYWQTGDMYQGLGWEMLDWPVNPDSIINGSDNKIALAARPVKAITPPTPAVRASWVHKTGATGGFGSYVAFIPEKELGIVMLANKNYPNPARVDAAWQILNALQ
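20 mM phosphate pH 7.0 + 0.01% (detergent screen) or 0.0001% Triton X-100; 5.3 nM AmpC reagent; cpd preinc 15 min RT; nitrocefin (800 uM stock) to start; A480 q20 s × 4 min; Activity was normalised to no-enzyme and no-compound control wells.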
HCMV inh – inhibitors of human cytomegalovirus. activity change, negative = inhibition, % at 57.5 µM. AID 1259415. 410,000 compounds, 4.5% hits. HFF cells, HCMV-luciferase reporter, 72 h; stronger effect = lower value; in the data active means activity change below about -60%; inconclusive means no clear call, values can overlap the other calls; inactive means above about -39%
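Screen run at 2 compound doses on HFFs infected with reporter HCMV, MOI 1 PFU/cell. Luciferase activity from cell lysates at 72 h post infection gave inhibition relative to buffer-only and Salinomycin wells.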
FBPA Giardia inh – Giardia lamblia aldolase inhibition | purified Giardia FBPA | Potency, µM (top dose mostly 59.6 µM), inactives show at the highest dose activity, negative = inhibition, hits mostly inhibitors | 290,000 compounds, 0.71% hits; further: potency means the concentration at half of the fitted maximal effect; nearly all actives have a fitted effect of over 55% in size
Target sequence (A8B2U2 whole entry, looked up): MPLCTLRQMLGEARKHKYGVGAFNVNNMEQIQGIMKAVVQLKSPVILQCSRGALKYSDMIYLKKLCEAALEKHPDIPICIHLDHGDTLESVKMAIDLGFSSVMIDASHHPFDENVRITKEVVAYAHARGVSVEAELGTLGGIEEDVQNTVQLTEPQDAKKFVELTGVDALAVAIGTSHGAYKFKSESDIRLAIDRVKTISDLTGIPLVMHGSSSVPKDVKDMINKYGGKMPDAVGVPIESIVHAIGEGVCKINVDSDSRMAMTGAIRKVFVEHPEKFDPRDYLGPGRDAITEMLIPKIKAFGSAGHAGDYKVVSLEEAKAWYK
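40 nM FBPA preincubated 10 min at RT with compound (up to 57.5 uM final), then substrate plus GAPDH/TPI/NAD/arsenate coupling and diaphorase/resazurin added. Fluorescence read after 20 min at RT, 525/598 nm.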
AmpC inh detg – blocks E. coli AmpC beta-lactamase in detergent assay; 370,000 compounds, 0.041% hits; Potency, µM (doses to about 114 µM), for the others: at the highest dose activity change, negative = inhibition, hits mostly inhibitors; AmpC hydrolysis of nitrocefin, absorbance 480 nm, 0.01% Triton;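 further: potency means the concentration at half of the fitted maximal effect; 0% = no-compound wells and -100% = no-enzyme wells; nearly all actives have a fitted effect of over 25% in size; some results filed as inactive show a strong effect at the top dose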
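20 mM phosphate pH 7.0 + 0.01% (detergent screen) or 0.0001% Triton X-100; 5.3 nM AmpC reagent; cpd preinc 15 min RT; nitrocefin (800 uM stock) to start; A480 q20 s × 4 min; Activity was normalised to no-enzyme and no-compound control wells.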
HCV inh – HCV inhibition. 340,000 compounds, 3.4% hits. Potency, µM (series often up to 41.8 µM), without a hit: at the top dose activity change, negative = inhibition, actives largely listed as inhibitors. Huh7.5.1 HCVcc-Cre infection, luciferase reporter, 44 h; further: potency means the concentration at half of the fitted maximal effect
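After 44 h co-culture of compound, cells and HCVcc-Cre (~0.5 moi), substrate is added for 15 min at room temperature and luciferase measured over 15 sec. Cells were seeded at 1,000/well and pre-cultured 4 h.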
The depositor's hits bear a star; ? = inconclusive; . = not tested or not shown; & = joins results of further samples; [ ] = dose if it differs, or a comment. Unless noted, the call rests on the fitted dose curve; in most records, active means well fitted curve in the direction sought with a large enough effect; inconclusive means small, poorly fitted or top-dose-only effect, or another doubt; inactive means no such curve, though single readings can be large; an effect the other way counts as inactive or inconclusive. Unless noted, on the % scale 0 is the no-effect control and ±100 the full control effect. Compounds were not picked by outcome; 9.9% or so of the library scored in one or more.

Fields – Sm TGR block | AmpC no deterg | HCMV inh | FBPA Giardia inh | AmpC inh detg | HCV inh
> COc1ccc(-c2c(C)nc3c(-c4ccccn4)cnn3c2N)cc1
    -2% | 62%[activator] | -13 | -7% | 5% | ?
> O=Cc1cccc(Oc2ncccn2)c1
    3% | -15% | 42 | 0% | ? | 7%
> CCc1noc(C)c1C(=O)Nc1nc(-c2ccc(Cl)cc2Cl)c(C)s1
    1% | -27% | -29 | -2% | ? | -26%
> O=c1c2ccccc2oc2ncccc12
    8% | 4% | -9 | 0% | 1% | 10%
> O=C(COC(=O)CCc1ccc(S(=O)(=O)N2CCOCC2)cc1)Nc1cccc(Cl)c1
    0% | -10%[11.4 µM] | -29 | -2% | -9% | 12%
> CC(C)c1ccc(/C=N/NC(=O)c2cccc(S(=O)(=O)N3CCOCC3)c2)cc1
    11% | 55% | -20 | 4% | -2% | -4%
> COc1ccc(NC(=O)c2ccc(N(C)S(C)(=O)=O)cc2)cc1OC
    -13% | -26% | 15 | -3% | ? | -10%
> Clc1ccc(Cn2cccn2)cn1
    2% | -11% | 2 | 1% | 9% | 30%[activator]
> Cc1cc(C(=O)COc2ccccc2C#N)c(C)n1C1CC1
    -32% | -9% | -26 | . | -4% | -5%
> CC(=O)c1ccc(OCCCC(=O)OCC(=O)Nc2ccc3[nH]c(=O)[nH]c3c2)cc1
    -8% | -19% | 22 | . | -2% | -5%
> N/C(=N\OS(=O)(=O)c1ccc2ccccc2c1)c1ccccn1
    2% | 4%[11.4 µM] | 76 | 5% | -11% | 12%
> CNc1nc(N)c([N+](=O)[O-])c(Nc2cccc(F)c2)n1
    -1% | -10% | 44 | -1% | 2% | 22µM*
> Cc1ccc(NC(=O)C2OCCc3ccccc32)cc1Cl (centres undefined)
    11% | -54% | 10 | -1% | ? | -7%
> COc1ccc(-n2ccnc2SCC(=O)NCc2ccccc2)c(OC)c1
    4% | 0% | 22 | 9% | 0% | -5%
> COc1ccc(-n2nc(C(=O)Nc3cccc(C)n3)c3c4ccccc4n(C)c3c2=O)cc1Cl
    3% | . | 14 | . | 4% | .
> Cc1cc2c(c(=O)n1CCc1ccccc1)C(C(C)C)C(C#N)=C(N)O2 (centres undefined)
    -12% | -25% | ? | 5% | -9% | 21%
> O=[N+]([O-])c1cccc(-n2nncc2-c2ccccc2)c1
    -16% | -15% | 5 | 15% | -9% | 6%
> O=Cc1c(Nc2cccc(C(F)(F)F)c2)nc2ccccn2c1=O
    -13% | -16% | 42 | 3% | -14% | -16%
> COc1ccc(OC)c(NC(=O)C2CCN(S(=O)(=O)c3ccc(C)cc3)CC2)c1
    -6% | . | -12 | . | 2% | .
> CCOC(=O)c1noc2ncn(CC(=O)Nc3ccc(F)cc3Cl)c(=O)c12
    6% | . | 9 | . | 23% | .
> N#C/C(=C\c1ccncc1)c1nc2c(s1)CCCC2
    -18% | -13% | -32 | 0% | 0% | 8%
> COc1ccc(NC(=O)CCc2nc3c(C)nn(-c4ccc(C)cc4)c3n(C)c2=O)c(OC)c1
    -2% | . | 9 | . | 21% | .
> Brc1ccc2[nH]c3c(NCc4ccccn4)ncnc3c2c1
    -7% | -47% | ? | -1% | -3% | ?
> C/C(Cc1ccccc1)=N\NC(=O)CNC(=O)c1ccccc1Br
    -2% | -16% | 17 | 1% | -1% | 16%
> O=C1CCCCCN1C(=O)c1ccc(C(=O)N2CCCCCC2=O)cc1
    0% | -6% | 19 | 0% | -10% | 1%
> CCCCNC(=O)/C=C/c1ccc(S(=O)(=O)Nc2ccc(OC)cc2)cc1
    -1% | -51% | -14 | 1% | -14% | -25%
> COc1ccc(Cc2nc3ccc(C(=O)N4CCCN(C=O)CC4)cc3o2)cc1
    -3% | -6% | -27 | -13% | -8% | 4%
> CN(C)CCSc1nc(-c2ccccc2)nc2c1COC(C)(C)C2
    -6% | 34% | 10 | 4% | 1% | -12%
> CCOC(=O)C1CCN(Cc2coc3ccc(Cl)cc3c2=O)CC1
    -29% | -5% | -23 | -22% | -7% | -3%
> CNC(=O)C1CCC(Cn2c(=O)c3sccc3n(CC(=O)N3CCC(C)CC3)c2=O)CC1 (centres undefined)
    2% | . | -4 | . | 14% | .

Entries above that contain an NH in an aromatic ring (2):
Fields – Sm TGR block | AmpC no deterg | HCMV inh | FBPA Giardia inh | AmpC inh detg | HCV inh
> CC(=O)c1ccc(OCCCC(=O)OCC(=O)Nc2ccc3[nH]c(=O)[nH]c3c2)cc1
    -8% | -19% | 22 | . | -2% | -5%
> Brc1ccc2[nH]c3c(NCc4ccccn4)ncnc3c2c1
    -7% | -47% | ? | -1% | -3% | ?

Continued:
Fields – Sm TGR block | AmpC no deterg | HCMV inh | FBPA Giardia inh | AmpC inh detg | HCV inh
> CCc1cccc(CC)c1NC(=O)c1ccccc1CCc1ccccc1
    1% | -14% | 38 | 0% | ? | -19%
> CNC(=O)Nc1cc(NC(=O)NC)cc(C(F)(F)F)c1
    11% | -20% | 66 | 2% | ? | -25%
> CCOC(=O)c1c(C)[nH]c(C(=O)CN2C(=O)C(=O)N(CC(C)C)C2=O)c1C
    1% | -25%[11.4 µM] | 36 | 3% | -3% | 13%
> COc1cccc(S(=O)(=O)Nc2cccnc2)c1
    -26% | -18% | -7 | 0% | 1% | 0%
> FC(F)(F)c1cccc(Sc2cc(C(F)(F)F)nc(-c3ccccn3)n2)c1
    -1% | 21% | -16 | -6% | -19% | -22%
> Cc1cc(C)c2nc(SC3CCOC3=O)cc(C)c2c1 (centres undefined)
    0% | -1% | 6 | 7% | -5% | -8%
> Cn1cnnc1SCC(=O)NCc1cccc(C(F)(F)F)c1
    5% | -3% | 33 | 3% | 2% | 8%
> COc1ccc(S(=O)(=O)N2CCC(C(=O)NCc3cccs3)CC2)cc1
    8% | -2% | 12 | 0% | 1% | -4%
> Cc1ccc(-c2nnn(CC(=O)N(c3cccc(F)c3)C(C(=O)NC3CCCC3)c3ccco3)n2)o1 (centres undefined)
    -1% | -6% | ? | 2% | ? | 3%
> CCN(CC(=O)NCCCN1CCOCC1)S(=O)(=O)c1ccc(F)cc1
    3% | -5% | 7 | -4% | -14% | -6%
> C[C@H](CO)N1C[C@H](C)[C@@H](CN(C)Cc2ccc(C(=O)O)cc2)Oc2c(NS(=O)(=O)c3ccccc3)cccc2C1=O
    . | -12% | 76 | . | . | 23%
> COc1cc2sc(-c3ccc(S(C)(=O)=O)cc3)c(-c3ccc4c(c3)OCO4)c2cc1OC
    . | 6% | -28 | . | . | 2.8µM*
> COc1ccc(NC(NC(=O)c2ccc(OC)cc2)C(Cl)(Cl)Cl)cc1 (centres undefined)
    8% | -23% | -27 | -4% | 5% | ?
> Cc1cc(C(=O)OCC(=O)Nc2nccs2)c2ccccc2n1
    0% | -2% | -7 | -4% | 2% | -22%
> CCOc1ccc(C(=O)Nc2c3c(nn2-c2ccc(F)cc2)CS(=O)C3)cc1 (centres undefined)
    -24% | -14% | 22 | 3% | 0% | 8%
> O=C(NCc1ccccc1)/C(=C\c1ccc([N+](=O)[O-])cc1)NC(=O)c1ccco1
    -2% | -14% | 19 | -2% | -1% | -18%
> Cc1cccc(Cn2c(=O)oc3ccc(C)cc32)c1
    1% | -21% | . | 6% | 6% | 0%
> CCN1CCCC(CO)(Cc2ccccc2)C1 (centres undefined)
    ? | -6% | 12 | 1% | 4% | 19%
> CCc1nnc(NC(=O)CSc2nc3ccccc3c(=O)n2CCCOC)s1
    2% | -9% | 57 | 2% | 5% | 1%
> CC(C)NC(=O)C(=O)NCCN1CCN(S(=O)(=O)c2ccc(Cl)cc2)CC1
    0% | -10% | 43 | 5% | 0% | 2%
> COc1ccc2cnn(Cc3ccccc3)c(=O)c2c1OC
    2% | 4% | -1 | 3% | 14% | 4%
> Nc1nc(N2CCOCC2)nc2ccccc12
    -13% | -19% | 22 | -7% | 6% | 5%
> O=C(O)CCC(=O)Nc1ccc(Br)cc1C(=O)c1ccccc1Cl
    8% | -11% | -22 | 26% | 3% | 7%
> COc1ccc(-n2nnc(-c3nc(-c4ccc5c(c4)OCO5)no3)c2C)cc1Cl
    13% | . | -20 | . | 3% | .
> Cc1ccc(S(=O)(=O)N(Cc2cccc(Cl)c2)C(=O)N2CCN(C)CC2)cc1
    -6% | -9% | -31 | . | ? | 11%
> COc1cccc(NC(=O)COc2ccc(Br)c(C)c2)c1
    -1% | -28% | 22 | 4% | -12% | -8%
> Cc1cc(C)n2nc(SCC(=O)Nc3ccc(F)cc3[N+](=O)[O-])nc2n1
    . | -9% | 35 | . | . | 2%
> Cc1ccc(S(=O)(=O)CC2CSc3nnc(C)c(=O)n32)cc1 (centres undefined)
    0% | ? | 55 | 0% | -4% | 8%
> Cc1cccc(NS(=O)(=O)c2ccc3oc(=O)ccc3c2)c1C
    -13% | -34% | ? | 1% | ? | -3%
> O=C(NCc1ccc2c(c1)OCO2)C1CCC(CNS(=O)(=O)c2ccccc2)CC1 (centres undefined)
    -13% | -18% | 18 | 2% | -7% | -6%&-4%

Part of the list above, showing only HCV inh and FBPA Giardia inh:
smiles	HCV inh	FBPA Giardia inh
Cc1cc(C)c2nc(SC3CCOC3=O)cc(C)c2c1 (centres undefined)	-8%	7%
Cn1cnnc1SCC(=O)NCc1cccc(C(F)(F)F)c1	8%	3%

The listing continues.
Fields – Sm TGR block | AmpC no deterg | HCMV inh | FBPA Giardia inh | AmpC inh detg | HCV inh
> Cn1c(-c2ccccc2)c(C(=O)CCl)c2ccccc21
    6.3µM* | -23% | -101* | -1% | 1% | 5.6µM*
> N#Cc1ccccc1Cn1c(=O)n(CCCC(=O)NCc2ccc3c(c2)OCO3)c(=O)c2sccc21
    -6% | . | ? | . | -4% | .
> Cc1ccc(C(C)n2cc(C(=O)NCCN3CCN(C)CC3)nn2)cc1 (centres undefined)
    11% | -1% | -14 | 1% | 1% | -2%
> Cc1cccc(NC(=O)c2sc(-n3nc(C)c(CCC(C)C)c3C)nc2C)c1
    3% | . | -20 | . | 14% | .
> COc1ccc(NC(=O)COC(=O)C23CCC(=O)N2c2ccccc2S3)cc1 (centres undefined)
    -14% | -19% | 8 | 2% | 2% | 1%
> Cc1c(NC(=O)C(C)Oc2ccc(Br)cc2Cl)c(=O)n(-c2ccccc2)n1C (centres undefined)
    9% | 16% | ? | . | -8% | 6%
> CCCCCOc1ccc(CSCCNC(=S)Nc2ccccc2)cc1
    5% | 3% | -25 | 0% | -8% | ?
> CCc1ccc(C(=O)Nc2cccc(-c3nc4cc(C(C)C)ccc4o3)c2)cc1
    0% | . | 14 | . | 3% | .
> Cn1c(Cc2csc(N)n2)nnc1SCC(=O)NC1CCCCC1
    40µM* | -5% | 8 | 4% | ? | 7%
> O=C(COC(=O)c1cc(=O)[nH]c2ccccc12)NC1CCCCC1
    . | -17% | -27 | . | . | -4%
